Source: PubChem
aSyn UTR inh: MLPCN primary screen, SNCA 5' untranslated region. 300,000 compounds, 0.82% hits. inhibition, % (tested at 7.5 µM). AID 1813. alpha-synuclein 5'UTR reporter, inhibitor activity; in the data active = inhibition above about 60%; inconclusive = no clear call, values can overlap the other calls;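 also: H4 neuroglioblastoma cells stably carrying SNCA 5'UTR luciferase fusion; 0% = DMSO wells and 100% = positive control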
SKKanGAS inh: inhibitors of SKKanGAS S. pyogenes growth in kanamycin (SK-promoter or general growth effect); 300,000 compounds, 1.3% hits; AID 1662; inhibition, % at 7.5 µM; BacTiter-Glo, 6 h;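 active = mean replicate score, as percent of positive control median, at least 50; inconclusive = mean below 50 but one replicate at or above 50; inactive = mean and every replicate below 50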;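 also: strain carries kanamycin resistance gene driven by streptokinase promoter and grows in 40 µg/ml kanamycin; loss of luminescence reflects streptokinase promoter inhibition or plain growth inhibition; 0% = median of DMSO wells and 100% = positive control at its reference dose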
KLF5 inhibitor: suppresses KLF5 promoter-driven expression; DLD-1 KLF5 promoter-luciferase reporter, luminescence; inhibition, % at 5 µM; 290,000 compounds, 0.23% hits; AID 1700;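 active = inhibition above a per-plate limit of that plate's mean compound inhibition plus 3 SD, cut at about 60% in these data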;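 also: 0% = DMSO wells and 100% = LY294002 at 200 µM; higher means less KLF5 promoter-driven luciferase light; inactives centre near -14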
HIF activator: HIF pathway transcriptional activation; activation, % at 7.5 µM (by protocol); 300,000 compounds, 0.32% hits; AID 1910; U2OS HRE-luciferase reporter, luminescence; normalized: DMSO 0%, desferrioxamine 100%;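 active = mean activation of at least 10% of the iron chelator positive control signal, with at least half of replicates also reaching 10%; inconclusive = mean and replicate majority disagree about reaching 10%; inactive = mean and most replicates under 10%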
AI-2 QS mod: Vibrio harveyi AI-2 quorum sensing modulation. 300,000 compounds, 0.4% hits. Vibrio harveyi JMH597 AI-2 luminescence/OD600 ratio, 9 h; stronger effect = lower value; strain lacks LuxN and CqsS sensors; 0 = neutral-control median. activity change, % at 7.5 µM. AID 2094; in the data active = activity change below about -75%, passing the limit was not always enough; inconclusive = no clear call, values can overlap the other calls;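 also: luminescence divided by OD600 gain over 9 h not by final OD600 alone; inactives centre near 13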
HSP90 refold inh: HSP90 refolding inhibition in rabbit reticulocyte lysate; inhibition, % at 5.6 µM; luciferase refolding luminescence, 3 h; 290,000 compounds, 0.91% hits;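 active = inhibition above the screen-wide mean plus 3 SD, computed separately per campaign, cut at about 16% in these data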;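 also: 0% = DMSO wells and 100% = 60 µM geldanamycin wells; inhibitors lower the luminescence because luciferase stays unfolded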
HSF1 inhib: HSF1 inhibition | NIH3T3-HGL HSE-luciferase, MG132-induced, luminescence 8 h; stronger effect = lower value | activity change, negative = inhibition, % at 7.5 µM (by protocol) | 300,000 compounds, 0.77% hits;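 active = more than half of replicate wells show activity change below -50%, luminescence cut by over half; inconclusive = some wells, but at most half, below -50%; inactive = no replicate well below -50%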;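 also: luciferase reports HSF-1 transcriptional activity via heat shock element; 0% = median of DMSO wells and -100% = zero luminescence signal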
IEC-6 cytotox: IEC-6 cytotoxicity, counter-screen for KLF5 inhibitors; luminescence viability; inhibition, % at 5 µM; 290,000 compounds, 0.78% hits; in the data active = inhibition above about 22%;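 also: 0% = plate median of test compound wells and 100% = cytotoxic reference compound wells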
Platelet DG rel: modulates dense granule release in human platelets; human platelet-rich plasma, SFLLRN dense granule ATP release, luminescence; inhibition, %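 (compounds screened at 7.5 µM in platelet-rich plasma)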; 300,000 compounds, 0.22% hits;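 active = mean replicate score, as percent of positive control, at or above 50; inconclusive = mean below 50 but at least one replicate at or above 50; inactive = mean and every replicate below 50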
HSF-1 act: increases HSF-1 driven luciferase reporter signal; activation, % at 9 µM; 300,000 compounds, 1.7% hits; NIH3T3-HGL HSF-1 luciferase reporter, MG132, 8 h; 100% = twice DMSO control signal;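 active = mean replicate activation of at least 50% with a set share of replicates each reaching 50%; inconclusive = only one of those two conditions met; inactive = mean below 50% and too few replicates reaching it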;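 also: 0% = median of the neutral control wells and 100% = twice that signal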
The depositor's hits bear a star.

What do the screens show for `CCCn1c(=O)c(C(=O)NCc2ccc3c(c2)OCO3)c(O)c2ccccc21`?
aSyn UTR inh: 8; SKKanGAS inh: 10; KLF5 inhibitor: -30; HIF activator: 0.0; AI-2 QS mod: 17; HSP90 refold inh: 0; HSF1 inhib: -5; IEC-6 cytotox: -3; Platelet DG rel: -1; HSF-1 act: -19

Results for CCOC(CCn1c(SCc2ccc([N+](=O)[O-])cc2)nc2ccccc2c1=O)OCC ?
aSyn UTR inh: 10; SKKanGAS inh: 23; KLF5 inhibitor: -23; HIF activator: 0.1; AI-2 QS mod: 18; HSP90 refold inh: 2; HSF1 inhib: 21; IEC-6 cytotox: -7; Platelet DG rel: -5; HSF-1 act: 19

Results for COCCCNC(=O)CCS(=O)(=O)Cc1ccc(C)cc1 ?
aSyn UTR inh: 0; SKKanGAS inh: 1; KLF5 inhibitor: -19; HIF activator: -0.1; AI-2 QS mod: 3; HSP90 refold inh: 0; HSF1 inhib: 1; IEC-6 cytotox: -1; Platelet DG rel: -9; HSF-1 act: 5

What do the screens show for `CCOc1ccc(S(=O)(=O)N2CCCCCC2)cc1`?
aSyn UTR inh: -5; SKKanGAS inh: 4; KLF5 inhibitor: -2; HIF activator: -0.3; AI-2 QS mod: 40; HSP90 refold inh: 2; HSF1 inhib: -9; IEC-6 cytotox: 3; Platelet DG rel: 2; HSF-1 act: -3

Results for CCN(CC(=O)Nc1ccc2c(c1)OCCO2)C(=O)/C=C/c1cccc(OC)c1OC ?
aSyn UTR inh: -93; SKKanGAS inh: -4; HIF activator: 2.5; AI-2 QS mod: 20; HSF1 inhib: 16; Platelet DG rel: 0; HSF-1 act: 1

Results for O/N=C/c1nc2cc(Cl)ccc2o1 ?
aSyn UTR inh: 0; SKKanGAS inh: -3; KLF5 inhibitor: 3; HIF activator: -1.0; AI-2 QS mod: 6; HSP90 refold inh: 2; HSF1 inhib: -3; IEC-6 cytotox: 2; Platelet DG rel: -3; HSF-1 act: -6

Results for Cc1ccc(-c2n[nH]c3c2CCC3)cc1 ?
aSyn UTR inh: -37; SKKanGAS inh: 55*; KLF5 inhibitor: -57; HIF activator: 2.6; AI-2 QS mod: -4; HSP90 refold inh: 0; HSF1 inhib: 0; IEC-6 cytotox: 1; Platelet DG rel: -1; HSF-1 act: 13

Results for CCN(CC)C(=O)COc1ccc2oc(C)c(C(=O)OC(C)C)c2c1 ?
aSyn UTR inh: 28; SKKanGAS inh: -9; KLF5 inhibitor: 4; HIF activator: -0.2; AI-2 QS mod: 17; HSP90 refold inh: -1; HSF1 inhib: 0; IEC-6 cytotox: 2; Platelet DG rel: 0; HSF-1 act: -1

What do the screens show for `O=c1c(-c2ccc(Br)cc2)[n+]([O-])c2ccccc2n1OCc1ccccn1`?
aSyn UTR inh: -11; SKKanGAS inh: 4; KLF5 inhibitor: -20; HIF activator: -0.6; AI-2 QS mod: 21; HSP90 refold inh: 1; HSF1 inhib: 2; IEC-6 cytotox: 7; Platelet DG rel: 0; HSF-1 act: -2

Results for CCOC(=O)CNC(=O)CSc1ncnc2c1cnn2-c1ccc(OC)cc1 ?
aSyn UTR inh: 35; SKKanGAS inh: -2; KLF5 inhibitor: -2; HIF activator: -0.3; AI-2 QS mod: 70; HSP90 refold inh: 2; HSF1 inhib: 1; IEC-6 cytotox: -1; Platelet DG rel: 0; HSF-1 act: 15

What do the screens show for `Cc1ccc(C(=O)Nc2sc(C)c(C)c2C(=O)c2ccccc2)cc1`?
aSyn UTR inh: 22; SKKanGAS inh: -16; KLF5 inhibitor: -14; HIF activator: -0.3; AI-2 QS mod: 18; HSP90 refold inh: -4; HSF1 inhib: -1; IEC-6 cytotox: 1; Platelet DG rel: 3; HSF-1 act: 10

What do the screens show for `COc1nccnc1NS(=O)(=O)c1ccc(NCc2ccccc2O)cc1`?
aSyn UTR inh: 15; SKKanGAS inh: 1; KLF5 inhibitor: -24; HIF activator: -0.1; AI-2 QS mod: 15; HSP90 refold inh: -7; HSF1 inhib: 2; IEC-6 cytotox: 0; Platelet DG rel: 11; HSF-1 act: -23

Results for O=C(COc1ccc2ccccc2c1Br)N1CCN(c2ccccn2)CC1 ?
aSyn UTR inh: 5; SKKanGAS inh: -4; KLF5 inhibitor: -25; HIF activator: -0.7; AI-2 QS mod: 15; HSP90 refold inh: -1; HSF1 inhib: -9; IEC-6 cytotox: 2; Platelet DG rel: -1; HSF-1 act: -3

How did CCc1ccc(OCc2nnc(SCCN3CCOCC3)n2CC)cc1 do in these assays?
aSyn UTR inh: -3; SKKanGAS inh: -14; KLF5 inhibitor: 18; HIF activator: -0.3; AI-2 QS mod: 11; HSP90 refold inh: 3; HSF1 inhib: -4; IEC-6 cytotox: 0; Platelet DG rel: -5; HSF-1 act: 11

How did Cc1cc(C(=O)COC(=O)c2ccc(N)c([N+](=O)[O-])c2)c(C)n1Cc1ccc2c(c1)OCO2 do in these assays?
aSyn UTR inh: -164; SKKanGAS inh: 0; KLF5 inhibitor: -20; HIF activator: 1.0; AI-2 QS mod: 12; HSP90 refold inh: 0; HSF1 inhib: 20; IEC-6 cytotox: -4; Platelet DG rel: 0; HSF-1 act: 18

What do the screens show for `Cc1cccc(C(=O)Oc2ccc3ccc(O)cc3c2)c1`?
aSyn UTR inh: -1; SKKanGAS inh: -1; KLF5 inhibitor: -14; HIF activator: -1.4; AI-2 QS mod: 12; HSP90 refold inh: -1; HSF1 inhib: 2; IEC-6 cytotox: 0; Platelet DG rel: 1; HSF-1 act: 22

Results for CCN(CC)S(=O)(=O)c1ccc2c(c1)N(CC(=O)NCCCN1CC(C)CC(C)C1)C(=O)CO2 (centres undefined) ?
aSyn UTR inh: 12; SKKanGAS inh: 2; KLF5 inhibitor: 0; HIF activator: -0.1; AI-2 QS mod: 6; HSP90 refold inh: 7; HSF1 inhib: -10; IEC-6 cytotox: -5; Platelet DG rel: -2; HSF-1 act: 0

Results for O=C(COC(=O)Cc1ccsc1)NC(c1ccccc1)c1ccccc1 ?
aSyn UTR inh: 10; SKKanGAS inh: -11; KLF5 inhibitor: 2; HIF activator: 0.8; AI-2 QS mod: 10; HSP90 refold inh: 0; HSF1 inhib: 14; IEC-6 cytotox: 5; Platelet DG rel: -4; HSF-1 act: 0

How did Cc1ncoc1C(=O)NC1CCCc2c1cnn2-c1ccc(C(C)(C)C)cc1 (centres undefined) do in these assays?
aSyn UTR inh: -12; SKKanGAS inh: -4; KLF5 inhibitor: 1; HIF activator: 0.6; AI-2 QS mod: 12; HSP90 refold inh: 2; HSF1 inhib: -3; IEC-6 cytotox: 2; Platelet DG rel: 3; HSF-1 act: -7

Results for CC(=O)Nc1ccc(C(=O)Cn2nnc3ccccc3c2=O)cc1 ?
aSyn UTR inh: -66; SKKanGAS inh: 1; KLF5 inhibitor: -25; HIF activator: 0.9; AI-2 QS mod: 19; HSP90 refold inh: -1; HSF1 inhib: 2; IEC-6 cytotox: -2; Platelet DG rel: 16; HSF-1 act: 7

How did COCC(C)NCc1cc(Br)ccc1OC (centres undefined) do in these assays?
aSyn UTR inh: -14; SKKanGAS inh: 5; KLF5 inhibitor: -51; HIF activator: -0.2; AI-2 QS mod: 16; HSP90 refold inh: -2; HSF1 inhib: -1; IEC-6 cytotox: -10; Platelet DG rel: 2; HSF-1 act: -14

Results for O=C(Nc1ccc(O)cc1)/C(=C\c1ccncc1)NC(=O)c1ccccc1 ?
aSyn UTR inh: -2; SKKanGAS inh: 15; KLF5 inhibitor: -16; HIF activator: -0.3; AI-2 QS mod: 7; HSP90 refold inh: 1; HSF1 inhib: -3; IEC-6 cytotox: -2; Platelet DG rel: 1; HSF-1 act: 13

Results for COCCn1c(Sc2ccccc2)nc2c1c(=O)[nH]c(=O)n2C ?
aSyn UTR inh: 7; SKKanGAS inh: -3; KLF5 inhibitor: 2; HIF activator: -0.2; AI-2 QS mod: 16; HSP90 refold inh: 3; HSF1 inhib: -3; IEC-6 cytotox: -1; Platelet DG rel: 1; HSF-1 act: 0

Results for Cc1cc(C)n(C(=O)CNC(=O)Cc2ccccc2)n1 ?
aSyn UTR inh: 12; SKKanGAS inh: -4; KLF5 inhibitor: -29; HIF activator: 0.4; AI-2 QS mod: 3; HSP90 refold inh: -1; HSF1 inhib: inconclusive; IEC-6 cytotox: -6; Platelet DG rel: -9; HSF-1 act: -58

Results for O=C(NCc1ccco1)C(=O)NCC1OCCN1S(=O)(=O)c1ccc(Br)cc1 (centres undefined) ?
aSyn UTR inh: -16; SKKanGAS inh: -10; KLF5 inhibitor: -5; HIF activator: 0.0; AI-2 QS mod: 11; HSP90 refold inh: 0; HSF1 inhib: 1; IEC-6 cytotox: -5; Platelet DG rel: -10; HSF-1 act: -2

What do the screens show for `Cc1ccc(NC(=O)CCc2nnc(SCC(=O)Nc3ccccc3C)n2C)cc1Cl`?
aSyn UTR inh: 28; SKKanGAS inh: -1; KLF5 inhibitor: -32; HIF activator: -0.2; AI-2 QS mod: -1; HSP90 refold inh: -1; HSF1 inhib: 10; IEC-6 cytotox: -5; Platelet DG rel: -3; HSF-1 act: 39

Results for COc1ccc(Br)cc1CNC(=O)C1CCCN(S(C)(=O)=O)C1 (centres undefined) ?
aSyn UTR inh: -11; SKKanGAS inh: -7; KLF5 inhibitor: -10; HIF activator: -0.3; AI-2 QS mod: 22; HSP90 refold inh: -1; HSF1 inhib: -2; IEC-6 cytotox: 0; Platelet DG rel: 8; HSF-1 act: 0

Results for C/C(CCc1ccc2c(c1)OCO2)=N\NC(=O)c1ccc(C)cc1C ?
aSyn UTR inh: 9; SKKanGAS inh: 0; KLF5 inhibitor: -41; HIF activator: 0.4; AI-2 QS mod: 14; HSP90 refold inh: -4; HSF1 inhib: 10; IEC-6 cytotox: 5; Platelet DG rel: 5; HSF-1 act: 12

How did COc1ccccc1NC(=O)N1CCN(c2ccnc3cc(Cl)ccc23)CC1 do in these assays?
aSyn UTR inh: 24; SKKanGAS inh: 14; KLF5 inhibitor: -20; HIF activator: -0.8; HSP90 refold inh: 1; HSF1 inhib: 1; IEC-6 cytotox: -2; Platelet DG rel: -3; HSF-1 act: -1

Results for Cc1ccc(-c2nc(CSc3nc4ccccc4c(=O)n3C)cs2)cc1 ?
aSyn UTR inh: -7; SKKanGAS inh: 2; KLF5 inhibitor: -17; HIF activator: 0.4; AI-2 QS mod: 24; HSP90 refold inh: -1; HSF1 inhib: -1; IEC-6 cytotox: 4; Platelet DG rel: 5; HSF-1 act: 12

Results for COc1ccc(-n2ccnc2CN2CCCC(CO)(Cc3cccc(OC)c3)C2)cc1 (centres undefined) ?
aSyn UTR inh: 16; SKKanGAS inh: 17; KLF5 inhibitor: 4; HIF activator: 0.1; AI-2 QS mod: 24; HSP90 refold inh: 0; HSF1 inhib: 3; IEC-6 cytotox: 4; Platelet DG rel: -1; HSF-1 act: 17

How did COc1cccc(-c2nn3c(-c4cccc(C)c4)nnc3s2)c1 do in these assays?
aSyn UTR inh: -26; SKKanGAS inh: 0; KLF5 inhibitor: -7; HIF activator: 1.2; AI-2 QS mod: 6; HSP90 refold inh: 1; HSF1 inhib: 2; IEC-6 cytotox: 2; Platelet DG rel: 0; HSF-1 act: 13

Results for O=C(COc1cccc(Cl)c1)Nc1ccccc1N1CCCCC1 ?
aSyn UTR inh: 34; SKKanGAS inh: 66*; HIF activator: -0.2; AI-2 QS mod: 22; HSF1 inhib: 0; Platelet DG rel: 2; HSF-1 act: -11
